Screening results as filed in PubChem BioAssay.
VHR inh abs: inhibitors of human VHR1 phosphatase (DUSP3) | P51452 | recombinant VHR phosphatase, pNPP absorbance | inhibition, % at 13.3 µM | 290,000 compounds, 0.52% hits | AID 1654; in the data active means inhibition above about 50%; further: some compounds called inactive have numbers as strong as hits
Vc quorum ag: induces V. cholerae light production without autoinducers | V. cholerae BH1578 lux reporter, luminescence, 6 h | activation, % at 18.7 µM | 350,000 compounds, 0.16% hits | AID 588436; in the data active means activation mostly above about 9.7%, no sharp cut-off; inconclusive means no clear call, values can overlap the other calls; inactive means mostly below about 3.7%; further: not every result past the cut was called active; inactives centre near 0; reference of the scale not given here
MazF activator: activators of E. coli MazEF toxin-antitoxin RNase; FAM/BHQ RNA-DNA oligo cleavage fluorescence, 5 h; activation, % at 20 µM; AID 504720; 350,000 compounds, 0.32% hits; P0AE70; in the data active means activation above about 50%
PfHsp40 rescue: compounds rescuing yeast from Plasmodium falciparum HSP40 toxicity. growth rescue, % at 12.5 µM. S. cerevisiae expressing PfHsp40, growth rescue, ATP luminescence. AID 504582. 340,000 compounds, 0.68% hits; in the data active means growth rescue above about 28%, passing the limit was not always enough; inconclusive means no clear call, values can overlap the other calls;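 further: yeast W303a lacking pdr1 and pdr3 grown in galactose medium; growth measured after three days at 30 °C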
Anthrax LF inh2: inhibitors of Bacillus anthracis lethal factor protease | 360,000 compounds, 0.12% hits | multiplex microsphere protease cleavage assay, LF | inhibition, % at 10 µM | P15917; in the data active means inhibition above about 30%; inconclusive means no clear call, values can overlap the other calls; further: plate controls were buffer without enzyme for full effect and enzyme alone for no effect
Y pestis TopoI: inhibitors of Yersinia pestis topoisomerase I; 360,000 compounds, 0.064% hits; activity, % at 10 µM; Y. pestis Topo-I cleavage product accumulation, plate reader; AID 504884; in the data active means activity above about 50%, passing the limit was not always enough; inconclusive means no clear call, values can overlap the other calls; further: inactives centre near 2
Rv3671c inh: Rv3671c (M. tuberculosis) protease inhibition. P9WHR9. inhibition, % at 5.96 µM. 320,000 compounds, 0.048% hits; in the data active means inhibition above about 38%;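 further: extracellular domain of Rv3671c used as enzyme; 0% = enzyme with DMSO and 100% = no enzyme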
SSB-PriA inh: inhibitors of Klebsiella pneumoniae PriA binding to SSB C-terminal tail | 430,000 compounds, 0.6% hits | inhibition, % at 33 µM | AlphaScreen SSBct-PriA binding, biotinylated peptide; in the data active means inhibition mostly above about 37%, no sharp cut-off; inactive means mostly below about 20%;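 further: plate controls were negative control peptide for no effect and reference peptide for full effect; strong numbers were not always called active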
SARS 3CLpro inh: SARS-CoV 3CLpro protease inhibition; P0C6X7; inhibition, % at 6 µM; 290,000 compounds, 0.14% hits; recombinant SARS-CoV 3CLpro, quenched FRET peptide cleavage; AID 1706; in the data active means inhibition above about 12%
TcdB inh: blocks C. difficile toxin B glycohydrolase activity; 350,000 compounds, 0.24% hits; TcdB glycohydrolase enzymatic assay, plate reader; AID 652162; inhibition, % at 9.99 µM; in the data active means inhibition above about 10%
Numbers without * were called inactive; i = inactive; ? = inconclusive; · = no result given; & = joins results of further samples. An excerpt, so the mix of outcomes need not match the whole.

Every second line gives: Vc quorum ag	MazF activator	Anthrax LF inh2	Rv3671c inh	Y pestis TopoI	SSB-PriA inh	SARS 3CLpro inh	PfHsp40 rescue	TcdB inh	VHR inh abs
- Cc1ccc(Cc2nnc(SCC(=O)Nc3ccc(C)cc3C)[nH]c2=O)cc1
 : 1.2	-5	6	-3	-2	-18	·	-1.8	-5.4	·
- CCC(=O)Nc1cccc(NC(=O)c2ccc3c(c2)OCCO3)c1
 : i	-3	0	-1	2	-4	·	-0.2	·	13
- O=C(NCc1cccs1)c1cc2c(s1)CS(=O)(=O)C2
 : 1.6	3	1	-2	7	0	1	-1.1	1.2	0
- O=C(c1ccc(Cl)c(S(=O)(=O)N2CCc3ccccc3C2)c1)N1CCN(c2ccccc2)CC1
 : -0.3	-1	0	-10	-1	3	1	4.9	·	-4
- O=C(Cc1cccs1)N1CCN(S(=O)(=O)c2ccc(F)c(F)c2)CC1
 : i	10	-5	5	0	8	·	0.4	-0.9	·
- Cc1cc(OCC(=O)N(Cc2ccco2)C2CCS(=O)(=O)C2)ccc1Cl (centres undefined)
 : i	5	-13	2	12	-5	-1	·	4.4	13
- CC(=O)Nc1cccc(CNCc2cccc(NC(C)=O)c2)c1
 : i	5	-1	-2	-5	5	6	-1.3	-0.7	-6
- Cc1ccc2c(c1)c(=O)c1c3n2CCN(CC2CO2)C3CC1 (centres undefined)
 : -0.3	8	-1	-9	0	1	-5	-1.3	0.9	22
- COc1cccc(/C=C/C(=O)Nc2ccc3c(c2)OCCO3)c1
 : i	1	-5	-2	0	-1	1	5.5	3.0	-5
- COc1ccc(CNC(=O)C(C)OC(=O)C23CC4CC(CC(O)(C4)C2)C3)cc1 (centres undefined)
 : -0.2	-4	-1	-16	-3	-9	2	-0.2	1.0	4
- Cc1nn(C)cc1NC(=O)c1cc2nc(-c3ccco3)cc(C(F)(F)F)n2n1
 : i	8	0	-4	-11	-10	1	-0.7	-0.3	-10
- COc1cc(SC)ccc1C(=O)Nc1c(C)cccc1C
 : -1.4	6	-1	-7	12	-12	-1	-1.1	0.6	4
- CCCNC(=S)Nc1ccc(Cl)cc1Cl
 : -0.4	-6	-1	2	-2	5	1	0.5	0.9	-2
- Cc1ccc(-c2cc(NC(=O)c3ccccc3)on2)cc1
 : -0.5	-1	-3	-4	11	1	3	1.2	-0.8	·
- COc1ccccc1CN1CCNC(=O)C1CC(=O)NCCC1=CCCCC1 (centres undefined)
 : 3.7	-6	-5	-1	23	6	-5	-0.4	0.9	22
- Cc1cccc(N2CCN(S(=O)(=O)c3ccc4c(c3)NC(=O)CS4)CC2)c1C
 : 0.4	-1	-4	-29	33	3	-4	1.5	0.1	6
- CCc1ccccc1N1CC23C=CC(O2)C(C(=O)OC)C3C1=O (centres undefined)
 : 0.4	9	4	1	3	-6	3	-1.1	1.2	25
- CC(OC(=O)/C=C/c1ccco1)C(=O)NC1CCCCC1 (centres undefined)
 : i	5	-2	·	3	·	·	·	0.0	·
- Cc1cccc(Oc2nc(-c3ccccn3)nc3ccccc23)c1
 : -0.2	4	-1	6	2	-1	-4	195*	1.2	40
- O=c1cc(-c2ccc(Cl)cc2)[nH]c2ccccc12
 : ·	-20	·	4	·	-7	-1	·	·	25
- O=C1[C@@H]2C(c3cccnc3)=NO[C@@H]2C(=O)N1c1ccc(Br)cc1
 : 0.6	3	-2	-4	-6	-3	3	6.0	-0.7	25
- CC(C)Oc1ccc(C(CC(=O)O)c2ccc(F)cc2)cc1 (centres undefined)
 : 4.0	-1	7	-1	-2	-11	7	0.1	1.7	17
- O=C(CCc1nc2ccccc2c(=O)[nH]1)N1CCN(S(=O)(=O)c2cc(Cl)ccc2Cl)CC1
 : -5.9	1	-6	·	-5	-3	·	-1.5	0.8	·
- CCCc1ccc(C(=O)Cn2nc(C(=O)O)c3ccccc3c2=O)cc1
 : i	-77	-2	1	?	-3	-1	-0.1	-0.7	24
- CCOc1ccc(/C=N/NC(=O)C(C)N(c2ccc(OC)cc2)S(C)(=O)=O)cc1 (centres undefined)
 : -0.7	-3	2	-3	10	·	0	0.7	·	10
- CN(C)/C=N/NC(=O)c1ccccc1
 : -0.2	10	-6	-2	-12	·	7	-0.4	0.4	-5
- COc1ccc(C(CNC(=O)COc2ccc(F)cc2Cl)N2CCOCC2)cc1 (centres undefined)
 : -1.1	1	·	·	40	-9	·	0.5	-1.5	·
- COc1ccc(CNC(=O)OCCN2CCN(Cc3ccccc3)CCC2=O)cc1
 : i	6	0	-1	8	9	0	-2.5	1.3	-15
- O=C(CSc1nnc(-c2ccc(O)cc2)n1Cc1ccccc1)NNC(=O)c1ccc(Br)cc1
 : -0.6	4	-1	-2	-1	10	-1	4.8	·	-5
- O=c1c2ccccc2nc(-c2ccccc2)n1/N=C/c1ccc([N+](=O)[O-])cc1
 : -0.1	2	-2	-6	1	·	-1	-0.3	·	19

Reprinted from the part before: 2 compounds; new compounds follow.
Every second line gives: Vc quorum ag	MazF activator	Anthrax LF inh2	Rv3671c inh	Y pestis TopoI	SSB-PriA inh	SARS 3CLpro inh	PfHsp40 rescue	TcdB inh	VHR inh abs
- O=C(CSc1nnc(-c2ccc(O)cc2)n1Cc1ccccc1)NNC(=O)c1ccc(Br)cc1
 : -0.6	4	-1	-2	-1	10	-1	4.8	·	-5
- O=c1c2ccccc2nc(-c2ccccc2)n1/N=C/c1ccc([N+](=O)[O-])cc1
 : -0.1	2	-2	-6	1	·	-1	-0.3	·	19
- N#Cc1c(SCC(=O)Nc2ccc(Cl)cc2Cl)sc2c(O)cc(=O)[nH]c12
 : i	0	-7	-14	-5	-9	1	2.8	2.5	-3
- CCn1c(NC(=O)c2ccccc2)c(-c2cccs2)c(=O)c2ccccc21
 : 2.4	6	3	-6	6	-9	-4	-1.9	·	18
- CC(C)(C)c1ccc(C2(C)NC(=O)N(CC(=O)Nc3ccc4c(c3)OCO4)C2=O)cc1 (centres undefined)
 : 0.5	1	0	3	-6	-6	0	2.5	·	-2
- Cc1ccc(NC(=O)CSc2nnc(-c3ccc(S(=O)(=O)N4CCOCC4)cc3)n2C)cc1
 : i	-1	-5	2	-2	-7	-9	0.0	·	-20
- CC(C)(C)c1ccc(C(=O)Nc2ccc(C(=O)N3CCCC3)cc2)cc1
 : -3.6	6	-2	4	17	-2	2	0.1	1.7	10
- COc1cc(CNC2CCCCCCC2)cc(Br)c1OCC#N
 : -0.4	2	-3	-2	5	4	2	-0.4	-0.7	-14
- O=c1[nH]c(CN2CCN(C/C=C/c3ccccc3)CC2)nc2cc(Cl)ccc12
 : -0.5	-3	-3	-4	7	-12	-7	-0.5	·	54*
- NC(=NC(=O)c1cccc(C(F)(F)F)c1)c1ccc(C(F)(F)F)cn1
 : -0.4	-7	-11	4	3	·	-2	-0.8	1.0	-3
- CCCC(C)NC(=O)c1ccccc1SC (centres undefined)
 : -2.1	1	1	3	-4	-1	2	0.0	1.1	20
- O=[N+]([O-])c1ccc(OCn2cncn2)cc1
 : i	-18	3	3	-1	-5	·	-1.1	0.2	·
- O=C(CCCN1C(=O)/C(=C\c2ccccc2)SC1=S)Nc1ccccc1O
 : 0.0	5	-2	-25	-8	-3	-1	?	0.8	-4
- Nc1cc(=O)[nH]c(SCCSc2ccc(F)cc2)n1
 : -0.1	4	2	1	11	-3	-1	-0.2	-1.0	80
- Cc1ccc(C)c2[nH]c(=O)c(CCNC(=O)c3cccs3)cc12
 : -0.2	3	-4	4	5	-13	-1	0.4	1.7	8
- CN(C)CC/C=C1/c2cc(F)ccc2Sc2ccc(Cl)cc21
 : i	13	·	1	-6	12	·	0.7	1.3	·
- NC(=O)NC(=O)COC(=O)/C=C/c1cccs1
 : -0.3	6	-4	0	-9	-22	1	-0.6	0.1	22
- COc1ccc(CC(=O)NNC(=O)c2ccco2)cc1OC
 : -0.2	1	18	-1	7	-12	2	-0.3	1.3	31
- COc1ccc(CCn2ccc(O)c(Cc3ccc(Cl)cc3Cl)c2=O)cc1OC
 : i	-18	-6	-1	-5	10	4	-1.9	1.4	17
- O=S(=O)(c1ccccc1)n1nc(-c2ccccc2)nc1NCc1ccco1
 : -0.5	1	-5	2	3	-7	-2	4.5	·	14
- O=C(Nc1nccs1)c1cnc2sccn2c1=O
 : 0.1	-3	-1	·	6	-2	·	·	-1.9	·
- COc1ccc2nc(NC(=O)CSC3=NCCS3)sc2c1
 : ·	-1	-4	-11	5	4	-1	0.6	0.6	8
- COc1ccc(OC)c(NC(=O)C(=O)/C=C(\O)c2cc(OC)ccc2OC)c1
 : ·	-4	6	4	-3	·	0	0.4	·	21
- Cc1cc(C)nc(Nc2nc(C(N)Cc3ccccc3)cs2)n1 (centres undefined)
 : -0.3	·	-4	·	15	·	·	·	0.6	·
- CN(C)CCNc1nc2sc3c(c2c(=O)n1-c1ccccc1)CCCCC3
 : i	14	·	1	-16	-4	0	-0.5	0.3	-5
- O=C(Nc1ccccc1)Nc1ccc(Nc2ccccc2)cc1
 : -0.7	0	0	-9	-12	8	·	·	-1.5	·
- NC(=S)N/N=C1\CC(c2ccc3c(c2)OCCCO3)Oc2ccc(F)cc21 (centres undefined)
 : i	0	12	-9	26	·	4	2.5	1.1	-9
- Nc1[nH]c(=O)[nH]c(=O)c1N=Nc1ccc(C(=O)O)cc1
 : i	-3	7	·	-2	-11	-2	1.0	1.4	-9
- O=C(CCCNC(=O)c1ccc(Cl)cc1)Nc1ccc(Br)cc1
 : -2.3	-18	-3	-9	-3	-3	0	0.5	1.3	36
- CC(C)C[C@H](NC(=O)C1CC(=O)N(c2ccc3c(c2)OCO3)C1)C(=O)NC1CCCC1 (some centres undefined)
 : -5.1	-39	0	-7	-3	-9	0	0.0	0.8	68
- N#Cc1ccc(-c2cccc3nccn23)cc1
 : i	·	-1	·	9	·	·	·	0.4	·
- Cc1c(Br)c([N+](=O)[O-])nn1C(C)C(=O)Nc1c(C)n(C)n(-c2ccccc2)c1=O (centres undefined)
 : i	1	2	3	2	-9	-7	-1.3	·	21
- O=C(Nc1nnc(-c2ccc(Cl)cc2)o1)c1ccccc1Br
 : -0.3	-2	-2	0	0	6&-8	-3	93*	-1.3	42
- Cc1cccnc1NC(=O)CNC(=O)C1CCCCC1
 : i	1	4	-6	-2	-4	·	0.1	0.8	·
- Cn1c(=O)c2c(ncn2CC(COCc2ccccc2)OCc2ccccc2)n(C)c1=O (centres undefined)
 : i	-1	1	-2	1	-8	-3	-0.2	1.3	1
- CCCOc1ccc(N2C(=O)CC(N3CCN(S(=O)(=O)c4ccccc4)CC3)C2=O)cc1 (centres undefined)
 : -0.1	-6	-2	3	15	-11	4	0.7	·	47
- O=C(OCCNC(=O)c1cc2ccccc2oc1=O)c1cccnc1
 : -0.4	1	5	6	-3	-13	0	-1.0	·	21
- CCN1C(=O)[C@H]2[C@@H](c3ccc(C(F)(F)F)cc3)N[C@]3(CCCN(Cc4cccn4C)C3=O)[C@H]2C1=O
 : -1.1	3	-2	·	5	·	·	·	0.2	·
- COCCn1c(C)cc(C(=O)CSc2nc3ccccc3s2)c1C
 : -0.4	-8	-6	-15	20	2	2	-1.5	·	-2
- CCOC(=O)c1cc(-c2cc(OC)c(OC)c(OC)c2)nc2c1c(=O)[nH]c(=O)n2Cc1ccccc1
 : -0.1	-2	-4	1	2	-15	1	0.3	1.9	22
- O=C(Cc1cccs1)NCc1cccnc1
 : -1.3	-1	-3	1	1	-14	-2	4.1	·	17
- COc1ccccc1CNc1nc(NC(C)C)nc2cc(-c3ccccc3)sc12
 : -0.1	·	4	·	3	·	·	·	0.3	·
- CCc1c(Cl)nc(N)nc1Nc1ccccc1C
 : i	2	3	·	0	-14	·	0.5	0.3	·
- Fc1ccc2[nH]c3c(N4CCSCC4)ncnc3c2c1
 : i	8	-4	6	-6	3	4	1.5	·	-9
- NNC(=O)COc1ncn(-c2ccccc2)n1
 : -17	8	-7	1	8	-5	5	1.5	·	-7
- CCCCN(C)C(=O)c1sc(=O)n(Cc2ccc(Cl)c(Cl)c2)c1C
 : 0.6	·	-5	·	21	·	·	·	0.4	·
